# B2AR arrestin: qHTS assay of beta-arrestin-biased ligands of beta2-adrenergic receptor; beta-arrestin recruitment to beta2AR, cell-based reporter; Potency, µM (titrated, usually from 46.1 µM), inactives show at the highest dose activation, most hits filed as activators; 0.02% of 330,000 active;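 further: potency means the concentration at half of the fitted maximal effect; 0% = DMSO controls and full agonism = EC100 isoproterenol or metaproterenol; nearly all actives have a fitted effect of over 65% in size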
# Target sequence (P07550 whole entry, looked up): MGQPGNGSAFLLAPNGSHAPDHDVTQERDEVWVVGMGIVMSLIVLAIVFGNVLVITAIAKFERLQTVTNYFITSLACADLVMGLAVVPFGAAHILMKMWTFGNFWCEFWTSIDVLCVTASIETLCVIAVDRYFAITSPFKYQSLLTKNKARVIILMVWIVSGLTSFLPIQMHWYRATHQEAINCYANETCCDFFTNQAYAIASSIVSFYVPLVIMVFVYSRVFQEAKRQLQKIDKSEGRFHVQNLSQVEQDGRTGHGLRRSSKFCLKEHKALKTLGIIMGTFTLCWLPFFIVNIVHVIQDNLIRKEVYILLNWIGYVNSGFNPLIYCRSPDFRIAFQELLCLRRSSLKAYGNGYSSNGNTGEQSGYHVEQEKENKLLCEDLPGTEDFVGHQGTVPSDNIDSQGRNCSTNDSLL
# USP2a inh: qHTS Assay for Inhibitors of Ubiquitin-specific Protease USP2a Using CHOP2 as the Reporter | Ubiquitin carboxyl-terminal hydrolase 2 (Homo sapiens), O75604 | 0.01% of 330,000 active | USP2 core, Ub-CHOP2 coupled fluorogenic reporter, 485/531 | Potency, µM (top dose mostly 38.3 µM), for inactives: top-dose activity change, negative = inhibition, hits mostly inhibitors;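 further: potency means the concentration at half of the fitted maximal effect; plate controls were DMSO wells for no effect and full inhibition by NEM control for full effect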
#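 Cell-free coupled assay: 10nM USP2 core preincubated 30min RT with compound in Tris-HCl pH 8.0/CaCl2/CHAPS buffer, then 25nM Ub-CHOP2 and 25nM reporter substrate; fluorescence (Ex 485/Em 531) read after 60min RT, normalized to NEM inhibition, concentration-response curves fitted.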
# TRPV1 agonist: HTS Assay for Compounds that Act as Agonists of the Vanilloid Receptor 1. Transient receptor potential cation channel subfamily V member 1 (Homo sapiens), Q8NER1. TRPV1-expressing cells, Fluo-8 calcium influx, agonist mode. 0.19% of 320,000 active. activation, % at 8.33 µM. AID 540275, 2011; in the data active means activation above about 80%; inconclusive means between about 30% and that limit; further: 0% is about no effect
#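 Fluo-8 calcium influx in TRPV1-expressing cells, kinetic read (ex 480/em 520 nm). Compound added and read 3 min for agonist activity, followed by capsaicin at EC20 final and 2 min further read for enhancement.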
# p53 reactivation: qHTS assay for re-activators of p53 using a Luc reporter; H1299 p53-A138V BP100-luciferase reporter, luminescence, 24 h; Potency, µM (highest dose often 92.2 µM), for the others: top-dose activity change, positive = activation, most hits filed as activators; 0.063% of 320,000 active; AID 504706, 2011; further: potency means the concentration at half of the fitted maximal effect; % of control where 0% means no effect; nearly all actives have a fitted effect of over 45% in size
#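 p53-null H1299 cells stably carrying temperature-sensitive p53-A138V and a BP100-luciferase reporter were pinned with compounds (4-point, 1:5 series) and held 24 hrs at 37 deg C. Luminescence was read 10 min after detection reagent.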
# ASM inhibitor: Inhibitors of Secretory Acid Sphingomyelinase (S-ASM): qHTS | 0.006% of 340,000 active | Potency, µM (highest dose often 57.5 µM), without a hit: at the highest dose activity change, negative = inhibition, actives largely listed as inhibitors | placental ASM, HMU-PC fluorogenic substrate, 60 min | AID 504937, 2011; further: potency means the concentration at half of the fitted maximal effect
# Target sequence (P17405 47-631 limits assumed): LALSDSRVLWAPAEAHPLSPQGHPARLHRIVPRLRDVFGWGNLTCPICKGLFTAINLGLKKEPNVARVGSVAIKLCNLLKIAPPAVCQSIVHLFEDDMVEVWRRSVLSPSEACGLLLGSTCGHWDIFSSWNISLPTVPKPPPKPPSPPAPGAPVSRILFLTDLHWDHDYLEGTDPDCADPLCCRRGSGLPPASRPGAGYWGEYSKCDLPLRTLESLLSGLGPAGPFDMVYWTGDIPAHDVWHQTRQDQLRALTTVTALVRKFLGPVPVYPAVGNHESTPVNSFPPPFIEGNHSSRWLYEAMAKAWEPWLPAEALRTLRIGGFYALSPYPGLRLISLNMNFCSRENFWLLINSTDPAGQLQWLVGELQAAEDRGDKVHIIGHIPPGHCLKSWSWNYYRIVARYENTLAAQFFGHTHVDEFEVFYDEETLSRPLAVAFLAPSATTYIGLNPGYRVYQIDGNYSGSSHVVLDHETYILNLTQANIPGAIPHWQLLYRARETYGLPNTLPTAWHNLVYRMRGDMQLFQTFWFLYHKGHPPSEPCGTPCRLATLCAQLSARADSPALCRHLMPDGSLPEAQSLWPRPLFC
#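 HMU-PC0 cleavage (9 uM final) by human placental ASM, 60 min at 37 °C following 10 min compound exposure at RT; stopped at pH 10, fluorescence Ex 386/Em 447 nm.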
# PTAP TSG101 blk: qHTS Assay for Iinhibitors of HIV-1 Budding by Blocking the Interaction of PTAP/TSG101 | Potency, µM (doses to about 115 µM), for inactives: at the top dose activity change, negative = inhibition, usual class: inhibitors | Fluorescence polarization, FITC-PTAP peptide / Tsg101 binding | 340,000 tested, under 10 active | AID 493005, 2010; active means well fitted inhibition curve with a large enough effect in the main read-out, with a control signal flat, not every such curve was filed as active; inconclusive means small, poorly fitted or top-dose-only effect, or effect the other way, or a change in a side signal; inactive means no such curve, though single readings can be large or run the other way; further: potency means the concentration at half of the fitted maximal effect; % of control where 0% means no effect
#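 Steps: Tsg101 binding domain dispensed (10 uM final), compounds pinned in DMSO, FITC-labeled PTAP-motif peptide added (50 nM final); after 20 min binding at room temperature, polarization measured.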
# uPA surface inh: qHTS for Inhibitors of Cell Surface uPA Generation | cell surface uPA generation assay, qHTS | Potency, µM (highest dose often 38.3 µM), for inactives: at the top dose activity change, negative = inhibition, most hits filed as inhibitors | 0.31% of 330,000 active | AID 540303, 2011; active means well fitted inhibition curve with a large enough effect; inconclusive means small, poorly fitted or top-dose-only effect; inactive means no such curve, though single readings can be large or run the other way; tested in mouse RAW 264.7 cells; further: potency means the concentration at half of the fitted maximal effect; on the % scale 0 is the no-effect control and ±100 the full control effect; nearly all actives have a fitted effect of over 55% in size
# ELG1 genotoxic: qHTS screen for small molecules that induce genotoxicity in human embryonic kidney (HEK293T) cells expressing luciferase-tagged ELG1; HEK293T ELG1-luciferase reporter, luminescence, 16 h; Potency, µM (doses to about 46 µM), for inactives: top-dose activity change, positive = activation, most hits filed as activators; 1.3% of 330,000 active; AID 504466, 2011; further: potency means the concentration at half of the fitted maximal effect; % of control where 0% means no effect; nearly all actives have a fitted effect of over 60% in size
#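 HEK293T cells expressing luciferase-tagged ELG1 were exposed to compound or DMSO vehicle for 16 hr at 37 °C and 5% CO2. Luciferase activity was then measured with ONE-Glo after 30 min at room temperature.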
# Eya2 phos inh: qHTS Assay for Inhibitors of the Phosphatase Activity of Eya2 | recombinant Eya2, OMFP fluorescence dephosphorylation (OMFP is methylfluorescein phosphate) | Potency, µM (doses to about 76.9 µM), for inactives: top-dose activity, negative = inhibition, usual class: inhibitors | 0.006% of 330,000 active | Protein phosphatase EYA2 (Homo sapiens), O00167; further: potency means the concentration at half of the fitted maximal effect; on the % scale 0 is the no-effect control and ±100 the full control effect
#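 Eya2 (0.2 uM) preincubated 10 min at ambient with compound, then OMFP substrate added at 50 uM; 10 min reaction in 50 mM HEPES pH 7.5, 50 mM NaCl, 5 uM MgCl2, 0.05% BSA, 1 mM DTT. Fluorescence read at Ex 485/Em 525 nm.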
# a7 integrin act: qHTS for Activators of Integrin-Mediated Alleviation for Muscular Dystrophy; alpha7betagal myoblasts, beta-gal FDG fluorescence, 48 h; Potency, µM (highest dose often 38.3 µM), inactives show at the highest dose activation, hits mostly activators; 0.064% of 350,000 active; AID 624291, 2012;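 further: potency means the concentration at half of the fitted maximal effect; 100% = response of the positive control SU9516; nearly all actives have a fitted effect of over 60% in size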
#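 Alpha7betagal+/- myoblasts (passage 13) were plated 16-24 hr, then exposed to compounds (1:260 dilution of DMSO stock) for 48 hours at 37C. After MPER lysis, β-galactosidase reporter activity was read as FDG fluorescence (ex 480/em 540) after 30 minutes.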
# BRCA1 expr act: qHTS Assay to Identify Small Molecule Activators of BRCA1 Expression | 1.1% of 380,000 active | Potency, µM (doses to about 46.1 µM), for inactives: at the top dose activation, hits mostly activators | MCF7-BRCA1-FFLuc reporter, luminescence, 48 h; response scale: scaled: vehicle 0%, 10 µM genistein 100%; further: potency means the concentration at half of the fitted maximal effect; nearly all actives have a fitted effect of over 80% in size; some results filed as inactive show a strong effect at the top dose
#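 Cells: MCF7-BRCA1-FFLuc, 2000/well. Exposure: 48 h, 37 °C, 5% CO2. Read: luminescence, 15 min post-substrate. Controls: genistein 10 microM (maximal activation), DMSO (neutral).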
# The depositor's hits bear a star; i = inactive; u = inconclusive; x = not tested or not shown; [ ] = dose if it differs, or a comment. Unless noted, the call rests on the fitted dose curve; in most records, active means well fitted curve in the direction sought with a large enough effect; inconclusive means small, poorly fitted or top-dose-only effect, or another doubt; inactive means no such curve, though single readings can be large; an effect the other way counts as inactive or inconclusive.
SMILES,B2AR arrestin,USP2a inh,TRPV1 agonist,p53 reactivation,ASM inhibitor,PTAP TSG101 blk,uPA surface inh,ELG1 genotoxic,Eya2 phos inh,a7 integrin act,BRCA1 expr act
COC(=O)C1=C(c2cccc(C#N)c2)C[C@@H]2CC[C@H]1N2C(=O)NCc1cccc2ccccc12,-0.8%,0%,-3,-17%,2%,-1%,4%,1%,7%,-23%,-19%
Nc1ccccc1Cl,0.4%,2%,-2,3%,1%,-10%,10%,2%,4%,x,2%
CC(C)C1(C)N=C(c2ncccc2C(=O)O)NC1=O (stereo unspecified),0.1%,0%,-3,0%,-2%,-3%,3%,1%,1%,14%,-2%
COC(=O)CC(=O)c1ccc2c(c1)OCO2,x,x,x,x,4%,0%,7%,x,x,-10%,1%
COC(=O)c1cc2ccsc2n1CC(=O)Nc1cc(Cl)ccc1OC,-0.6%,0%,3,-36%[inhibitor],-4%,0%,u,1%,-18%,-31%,-93%
CNC(=O)COC(=O)c1ccc(-c2nc3ccccc3s2)s1,-0.3%,0%,9,6%,32%[activator],-1%,4%,3.7µM*,-3%,-9%,u
COc1ccc(N2C(=O)/C(=C/C=C/c3ccccc3[N+](=O)[O-])C(=O)NC2=S)cc1,0.2%,-9%,-6,-5%,-8%,-4%,0%,-1%,8%,8%,8%
CN(c1ccc(OCC(=O)N2CCN(C/C=C/c3ccccc3)CC2)cc1)S(=O)(=O)c1cccs1,-0.2%,0%,3,-6%,0%,1%,-10%,-7%,4%,-9%,x
O=C1NC(=S)SC1=Cc1ccc(N(CCCl)CCCl)cc1,x,x,x,x,u,u,-7%,x,x,5%,-33%
COC(=O)C1=C(c2ccc(F)cc2F)C[C@@H]2CC[C@H]1N2C(=O)N1CCC(O)CC1,-0.1%,1%,3,-2%,11%,0%,9%,4%,-4%,33%,-10%
COc1ccc(/C=N/Nc2cc(N3CCCC3)nc(N3CCCC3)n2)cc1,-0.9%,-2%,-2,2%,u,-2%,51%[activator],-9%,-12%,-63%[inhibitor],-56%
CCOC(C(=O)OCCCN(CC)CC)(c1ccccc1)c1ccccc1,-0.9%,3%,10,0%,-2%,-4%,0%,-2%,1%,-30%,-19%
CN1CCN(c2ccccc2N)CC1,x,x,7,x,-1%,-2%,8%,x,x,-16%,-10%
Cc1ccc(CN2CCC3CCC(C3)C2)c(O)c1 (stereo unspecified),x,x,x,x,5%,-3%,-5%,x,x,-5%,-16%
CCN1CCN(C(=O)Cc2coc3cc(C)cc(C)c23)CC1,0.0%,3%,5,-7%,5%,0%,2%,2%,5%,2%,8%
COc1ccc(C2CC(c3cccs3)=NN2c2nc(C)c(C(C)=O)s2)cc1OC (stereo unspecified),-0.2%,3%,5,-4%,i,11%,-6%,21µM*,-7%,13%,-85%
COP(=O)(OC)C1(O)C(=O)Nc2ccc(Br)cc21 (stereo unspecified),0.2%,2%,0,1%,2%,-1%,6%,-3%,-2%,-27%,-19%
CN1CCC2(CC1)N=C(c1ccc(F)cc1)C(=S)N2,0.0%,8%,-11,1%,3%,-6%,12%,10%,6%,11%,-9%
Cc1cccc(N2C(=O)/C(=C/c3ccc(N4CCN(C)CC4)o3)C(=O)NC2=S)c1C,-1.8%,u,11,u,-5%,u,-8%,11%,11%,-18%,-9%
C=CCC[C@@H](Cc1ccc(F)cc1)C(=O)OC[C@H](Cc1c[nH]c2ccccc12)NC(=O)[C@@H](CC=C)CC(=O)N(CCO)Cc1ccccc1,0.0%,-9%,x,13%,-16%,-4%,u,-11%,-1%,0%,-75%
Cc1ccc(N2C(=O)CC(=O)NC2=O)cc1Cl,-0.3%,3%,-6,x,-3%,-3%,4%,0%,-1%,-32%,-4%
O=C(Nc1ccc(Br)cc1)c1nn(C23CC4CC(CC(C4)C2)C3)cc1Br,-3.3%,0%,-8,-3%,-3%,-5%,7%,1%,-2%,-2%,-26%
COc1ccc(C2CN(C)CC2C(=O)c2ccc(C)cc2)cc1Cl (stereo unspecified),-0.7%,3%,7,5%,0%,-8%,-5%,0%,3%,4%,-28%
Clc1ccccc1Nc1ncnc(-n2cccc2)n1,0.0%,-1%,5,9%,-9%,-4%,x,u,-18%,6%,30%
COc1ccc(-n2c(O)c(/C=C3\C=Nc4ccc(Br)cc43)c(=O)[nH]c2=O)c(OC)c1,8.1%,0%,2,-11%,-29%,1%,-6%,1%,11%,-65%[inhibitor],-51%

# (listing goes on)
SMILES,B2AR arrestin,USP2a inh,TRPV1 agonist,p53 reactivation,ASM inhibitor,PTAP TSG101 blk,uPA surface inh,ELG1 genotoxic,Eya2 phos inh,a7 integrin act,BRCA1 expr act
COc1ccc(NC(c2ccccc2)P(=O)(Oc2ccccc2)Oc2ccccc2)cc1 (stereo unspecified),-0.3%,1%,1,9%,-5%,-4%,4%,0%,-9%,5%,1%
CN1CCN(c2cn[nH]c(=O)c2Cl)CC1,0.1%,2%,0,1%,1%,-2%,6%,0%,4%,2%,1%
CCCCN1C(=O)/C(=C/c2ccc(N(C)C)cc2)C(=O)N(Cc2ccco2)C1=O,-0.7%,6%,0,-5%,-11%,1%,5%,0%,1%,-8%,1%
CCOC(=O)c1ccc(COC(=O)c2ccc(-c3nnc(-c4ccccc4)o3)cc2)o1,x,x,x,x,-7%,-1%,-3%,x,x,3%,u
COC(=O)C1=C(c2ccc(OC(F)(F)F)cc2)C[C@@H]2CC[C@H]1N2C(=O)NCCOc1ccccc1,0.5%,1%,18,-12%,-19%,x,-2%,-5%,-2%,-7%,-38%
Cc1cc(C)cc(-n2c(C)cc(/C=C3\C(=O)NC(=O)N(C)C3=O)c2C)c1,-0.2%,-1%,-2,-12%,0%,-7%,2%,10%,0%,-9%,-16%
O=C(Cn1cc(C(=O)c2ccccc2)c2ccccc21)NCc1ccco1,-0.4%,-21%,-7,u,-1%,-7%,-7%,0%,4%,-23%,-46%
Cc1cc(/C=C2\C(=O)NC(=O)N(c3ccc(F)cc3)C2=O)c(C)n1-c1cccc(C(=O)O)c1,-1.1%,2%,-5,6%,-2%,-1%,-1%,2%,9%,0%,1%
CC(=NCc1ccco1)c1c(O)n(C)c(=O)n(C)c1=O,0.2%,-2%,1,-5%,3%,-12%,-3%,-5%,23%,23%,-15%
CCOC(=O)C1=Nc2ccccc2/C1=C\c1c(O)n(C)c(=O)n(C)c1=O,-1.2%,-1%,5,-6%,9%,0%,-8%,-8%,4%,23%,-1%
Cc1ccsc1C(=O)C1CCCN(Cc2cccc(OCCO)c2)C1 (stereo unspecified),0.2%,1%,3,2%,1%,-1%,-2%,-4%,1%,-19%,0%
O=C(Cc1cccs1)N1CCC2(CC1)OCCO2,0.1%,1%,1,0%,5%,-11%,x,-1%,14%,-13%,4%
O=P(c1ccccc1)(c1nc2ccccc2s1)N1CCOCC1 (stereo unspecified),0.0%,3%,-2,-6%,-1%,-1%,x,2%,-17%,5%,2%
O=C1NC(=S)NC(=O)C1=Cc1ccc2c(c1)CCN2CCCCl,0.2%,-10%,1,-5%,-2%,1%,1%,-2%,4%,1%,4%
CCN(CC)C(=O)c1ccc(NC(=O)c2ccc(-n3cncn3)c([N+](=O)[O-])c2)cc1,0.1%,-1%,-2,3%,-1%,-4%,1%,-10%,-10%,-9%,-2%
CCN1C[C@]2(C)CC[C@H](O)[C@]34C1[C@H](C[C@H]23)[C@@]1(O)C[C@H](OC)[C@H]2C[C@@H]4[C@@H]1C2O (stereo partly specified),0.0%,1%,4,0%,-1%,1%,20%,11%,6%,x,-9%
Cn1c(=O)[nH]c2nncnc2c1=O,x,x,x,x,4%,-3%,6%,x,x,1%,-11%
CCCCn1c(O)c(C(C)=NC(C)c2ccccc2)c(=O)[nH]c1=O (stereo unspecified),0.0%,3%,24,-1%,-5%,-5%,-9%,4%,-14%,2%,-41%

# These rows are one share of the data; count on the stated rates, not on these rows.
